# DDE Tn6 FP inh – DD(E)-Tn6 binding inhibition, primary FP screen; P02675; inhibition, % at 8.3 µM; Fibrin DD(E) TRITC-Tn6 fluorescence polarization displacement; hit rate 0.21% among 370,000;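 active = inhibition above a per-campaign cutoff: mean of compounds within control limits plus 3 SD, cut at about 15% in these data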;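 note: 0% = median of all compound wells on the plate and 100% = blocking peptide control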
# PLCg1 inh – blocks human PLC-gamma1 enzyme activity; purified PLC-gamma1, fluorogenic substrate, fluorescence; inhibition, % at 12.2 µM; hit rate 0.84% among 370,000; AID 720700; in the data active = inhibition above about 9.5%
# ADAM17 inh – inhibitors of human ADAM17; P78536; recombinant ADAM17, EDANS/DABCYL FRET peptide cleavage; hit rate 0.83% among 370,000; inhibition, % at 6.95 µM;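 active = inhibition above the mean of compounds lying between control limits plus 3 SD, set per campaign, cut at about 8.5% in these data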;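 note: 0% = DMSO-only wells as the low control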
# TDP2 absorb – blocks human TDP2 phosphodiesterase activity. O95551. AID 720702. hit rate 0.34% among 370,000. inhibition, % at 12.8 µM. recombinant TDP2, T5PNP hydrolysis, p-nitrophenol absorbance 415 nm;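 active = inhibition above the mean of all tested compounds plus 3 SD, set per campaign, cut at about 25% in these data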;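 note: 0% = DMSO with enzyme and 100% = buffer with substrate but no TDP2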
#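 Incubation: 2 h at 37 °C; Test system: recombinant human TDP2; Quantity: enzyme 120 nM; Read-out basis: percent inhibition; Medium: 50 mM Tris-HCl pH 7.5 with Mg2+, KCl, DTT, BSA; Repeats: single replicate; Compound: 12.8 µM single point, 1% DMSO; Signal: epi absorbance; Reagent: 5 mM T5PNP chromogenic substrate; Benchmarks: no-enzyme high, DMSO-plus-enzyme low.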
# DDE Tn7 FP inh – DD(E)-Tn7 binding inhibition, primary FP screen. hit rate 0.13% among 370,000. FP displacement of FITC-Tn7 peptide from fibrin DD(E); 0% = median of compound wells per plate. inhibition, % at 8.3 µM. AID 720508;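 active = inhibition above the mean of compounds falling within the control limits plus 3 SD of them, cut at about 14% in these data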;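 note: 0% = plate median of compound wells and 100% = 10 µM Aha-Tn7 peptide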
#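 Assay system: Human clot-derived fibrin DD(E) complex | Buffer or medium: Tris/NaCl/CaCl2 buffer, pH 7.8 | Repeats: One replicate per compound | Benchmarks: Aha-Tn7 high control | Measure: % inhibition scaled between sample-field median and high-control FP | Schedule: 10 min plus 3 h, room temperature | Signal: Fluorescence polarization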
# ADAM10 inh – inhibits human ADAM10; O14672; recombinant ADAM10, EDANS/DABCYL FRET peptide cleavage, 3 h; inhibition, % at 7 µM; hit rate 0.62% among 370,000; AID 720582;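 active = inhibition above a per-campaign cutoff equal to the mean of compounds falling between control-based bounds plus 3 SD, cut at about 20% in these data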;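 note: 0% = DMSO wells while the 100% control is not disclosed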
# Target sequence (O14672 214-748 limits assumed): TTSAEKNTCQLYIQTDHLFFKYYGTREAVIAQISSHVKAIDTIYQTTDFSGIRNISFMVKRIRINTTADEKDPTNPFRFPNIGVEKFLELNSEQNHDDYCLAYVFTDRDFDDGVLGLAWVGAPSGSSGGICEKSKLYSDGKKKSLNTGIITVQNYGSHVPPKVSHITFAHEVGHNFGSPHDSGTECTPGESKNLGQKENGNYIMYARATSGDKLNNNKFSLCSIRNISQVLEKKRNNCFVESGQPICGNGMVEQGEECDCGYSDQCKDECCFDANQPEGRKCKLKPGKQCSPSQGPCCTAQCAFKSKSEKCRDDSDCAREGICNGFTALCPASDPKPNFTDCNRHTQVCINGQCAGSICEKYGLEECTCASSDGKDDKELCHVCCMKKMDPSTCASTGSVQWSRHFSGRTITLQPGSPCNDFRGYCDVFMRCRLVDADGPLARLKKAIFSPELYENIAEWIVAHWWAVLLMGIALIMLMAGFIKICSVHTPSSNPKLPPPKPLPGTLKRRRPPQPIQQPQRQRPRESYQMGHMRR
# ARFGAP1 inhibitor – rat ARFGAP1 inhibition; Arfgap1-stimulated ARF1 GTP hydrolysis, GDP FP detection; inhibition, % at 16.5 µM; hit rate 0.26% among 360,000; AID 651572;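 active = inhibition above a per-plate limit, mean inhibition of low control wells plus 3 SD, cut at about 25% in these data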;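 note: 0% = DMSO wells with enzyme and 100% = wells lacking Arfgap1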
# Target sequence (Q62848 1-136 limits assumed): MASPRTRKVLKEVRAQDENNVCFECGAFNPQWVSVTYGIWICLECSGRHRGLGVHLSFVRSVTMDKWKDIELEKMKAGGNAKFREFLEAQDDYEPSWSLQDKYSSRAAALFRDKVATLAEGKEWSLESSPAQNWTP
#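 Repeats: one replicate per compound; assay system: rat Arfgap1 catalytic domain, aa 1-136; times: enzyme reaction 120 min at 25 °C after 20 min preincubation; detection: FP of antibody-bound GDP Alexa 633 tracer, ex 620/em 688 nm; benchmarks: high control wells lacking Arfgap1, low control full reaction with DMSO; reagent: human ARF1(Δ1-17)-GTP substrate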
# ASAP1 inh – blocks human ASAP1-stimulated Arf1 GTP hydrolysis; GDP FP detection; AID 624377; hit rate 0.19% among 360,000; inhibition, % at 16.5 µM; in the data active = inhibition above about 25%;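 note: 0% = vehicle with enzyme and substrate and 100% = no enzyme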
# LEDGF integ inh – blocks HIV-1 LEDGF/p75-dependent DNA integration | TR-FRET IN-LEDGF/p75 DNA integration, Eu/Cy5 | AID 743269 | hit rate 0.64% among 370,000 | inhibition, % at 3.7 µM;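 active = inhibition above the screen-wide mean plus 3 SD, cut at about 13% in these data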;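 note: signal is the Cy5 over europium emission ratio at 671 and 618 nm; 0% = plate median of compound wells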
# KLK7 zymogen act – activators of human kallikrein-7 zymogen. hit rate 0.9% among 370,000. purified proKLK7, EDANS-DABCYL substrate fluorescence; 100% is mature enzyme control, 0% vehicle. activation, % at 7 µM. P49862. AID 652039;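 active = activation above the mean of all tested compounds plus 3 SD, computed per campaign excluding outliers beyond control limits, cut at about 13% in these data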
# Target sequence (P49862 whole entry, looked up): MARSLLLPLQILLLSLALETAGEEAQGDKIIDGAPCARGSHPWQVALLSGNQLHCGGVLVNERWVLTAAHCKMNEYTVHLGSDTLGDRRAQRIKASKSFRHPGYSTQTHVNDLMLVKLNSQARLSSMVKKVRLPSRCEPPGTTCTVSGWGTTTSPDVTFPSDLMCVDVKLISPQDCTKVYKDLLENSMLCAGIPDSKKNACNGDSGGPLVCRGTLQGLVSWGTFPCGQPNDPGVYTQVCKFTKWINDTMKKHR
# * = called active by the depositor.
no.	structure	DDE Tn6 FP inh	PLCg1 inh	ADAM17 inh	TDP2 absorb	DDE Tn7 FP inh
1	CC(NC(=O)COC(=O)c1ccc2c(=O)n3c(nc2c1)CCCCC3)c1ccc(F)cc1 (configuration not stated)	-7	-1	-6	-3	-5
2	COc1ccccc1CN1C(=O)c2ccccc2C1C(=O)NC1CCC(C)CC1 (configuration not stated)	-3	2	-5	-3	0
3	CCOC(=O)C1CCN(C(=O)Nc2ccc3oc(C)nc3c2)CC1	9	1	0	8	-4
4	CC(=O)Nc1ccc(OC(=O)c2cc3cc(Br)ccc3oc2=O)cc1	-1	2	5	-4	-12
5	Cc1cn([C@H]2C[C@H](O)[C@@H](CNS(=O)(=O)c3ccc(NS(=O)(=O)N(C)C)cc3)O2)c(=O)[nH]c1=O	-2	0	-5	4	-7
6	CCOCc1[nH]c(=S)[nH]c(=O)c1Cc1ccc(OC(C)C)cc1	1	4	-2	-1	-6
7	COc1ccccc1NC(=O)c1ccc(S(=O)(=O)N(C)c2ccccc2)cc1	1	-3	2	-8	-9
8	COc1ccc(-c2cc(C(=O)N3CCOCC3)c3ccccc3n2)cc1OC	-8	-168	-6	1	1
9	Cc1cc(NC(=O)CCSc2ccccc2)no1	-3	1	1	1	2
10	CC(C)C[C@@H](CN1CCC[C@@H]1CN1C(=O)C(=O)NC[C@@H]1Cc1ccc(O)cc1)N1C[C@H](Cc2ccc(O)cc2)N(CC2CCCCCC2)C(=O)C1=O	-9	4	0	2	8
11	Cc1c(Cl)cccc1NC(=S)Nn1cnnc1	8	4	-3	2	1
12	O=C(CCNC(=O)Cn1ccc2ccccc2c1=O)NCCCN1CCOCC1	-15	-1	-12	3	-1
13	C#CC(CCN1CCCCC1)(OC)c1ccccc1 (configuration not stated)	-9	-3	-1	13	-1
14	O=C(CN1CCOCC1)Nc1c2c(nc3c1CCC3)CCC2	1	1	-1	1	-6
15	CC(C)(C)OC(=O)N1CCN(C(=O)c2[nH]cnc2C(=O)NCC(=O)OCc2ccccc2)CC1	-1	-1	-2	0	8

no.	ADAM10 inh	ARFGAP1 inhibitor	ASAP1 inh	LEDGF integ inh	KLK7 zymogen act
1	-21	1	-10	-2	-0.1
2	-3	4	2	1	-0.7
3	4	-1	4	3	-0.1
4	1	1	4	2	-0.2
5	-6	3	7	1	0.2
6	3	-1	10	8	0.5
7	1	-2	1	2	-0.2
8	-7	5	-4	-1	-1.5
9	-8	-5	8	-3	0.3
10	4	0	-4	2	0.6
11	8	2	-19	2	-0.1
12	-6	-6	-3	0	0.3
13	5	-2	3	2	0.0
14	4	8	1	-1	-0.3
15	-2	2	-3	-2	0.7

# Next results follow.
no.	structure	DDE Tn6 FP inh	PLCg1 inh	ADAM17 inh	TDP2 absorb	DDE Tn7 FP inh
16	COCCNC(=O)CN(C(=O)c1ccc(N2CCCC2)nc1)c1ccc(F)c(Cl)c1	-6	-4	-2	-3	0
17	CSc1nc(-c2ccc(C)cc2)nc(N)c1C#N	-1	1	-5	12	2
18	CN(CCCn1c(=S)[nH]c2ncccc2c1=O)Cc1ccccc1	0	-9	-17	-2	3
19	COc1ccccc1C(=O)NCc1ccncc1	-1	-4	-1	-13	2
20	CCOc1cc(/C=N/NC(=O)c2ccncc2)ccc1OC(=O)c1ccccc1	-12	5	3	-18	-9
21	O=c1[nH][nH]c2c1[C@H](c1ccc(Cl)cc1)O[C@H](C1CCCCC1)C2	2	0	-3	12	4
22	O=C(Cn1cnc([N+](=O)[O-])c1)NC1CCCC1	5	5	1	1	2
23	O=C(NNS(=O)(=O)c1ccc([N+](=O)[O-])cc1)c1ccccc1	-4	1	1	14	5
24	CCN(CC)CC#CCC(O)(c1ccccc1)c1ccc(Br)cc1 (configuration not stated)	6	2	-1	-1	-4
25	Cc1nnc(NC(=O)CCC(=O)NCc2cccs2)s1	2	3	0	3	0
26	Cc1ccc(-c2onc(C)c2C)cc1S(=O)(=O)N1CC(C)Oc2ccccc21 (configuration not stated)	-1	0	1	12	2
27	Cc1csc(-c2cccnc2)n1	3	1	0	11	7
28	CC(C)Nc1nc2cccnc2s1	-1	8	2	-14	-6
29	Cc1csc(NC(=O)c2ccc(C)c([N+](=O)[O-])c2)n1	-3	2	-4	0	5
30	OCCN(Cc1ccccc1)CC1CC2C=CC1C2 (configuration not stated)	2	2	-1	13	-6

no.	ADAM10 inh	ARFGAP1 inhibitor	ASAP1 inh	LEDGF integ inh	KLK7 zymogen act
16	1	11	-6	-4	0.1
17	-6	2	-3	2	-0.4
18	-40	0	15	2	1.6
19	-1	7	-2	-4	0.1
20	0	-5	8	4	0.0
21	0	3	-6	-1	0.0
22	-5	2	8	2	0.7
23	-5	1	-15	-2	-0.3
24	-1	15	8	3	-0.5
25	5	-19	6	3	0.2
26	9	5	-10	1	-0.3
27	4	-10	-18	-1	0.1
28	10	12	-4	6	0.5
29	-3	-3	9	-5	0.1
30	-7	1	-7	-1	-0.5

# The last 2 records of the section above open the next one:
no.	structure	DDE Tn6 FP inh	PLCg1 inh	ADAM17 inh	TDP2 absorb	DDE Tn7 FP inh
29	Cc1csc(NC(=O)c2ccc(C)c([N+](=O)[O-])c2)n1	-3	2	-4	0	5
30	OCCN(Cc1ccccc1)CC1CC2C=CC1C2 (configuration not stated)	2	2	-1	13	-6
31	COc1ccc(/C=C2\SC(=S)N(CCCC(=O)Nc3cc(C)on3)C2=O)cc1OC	2	2	-3	-10	10
32	Cc1ccc(-n2nc(C)c3c2OC(N)=C(C#N)C3c2ccncc2)cc1 (configuration not stated)	-4	2	-3	18	8
33	COC(CC(=O)NNC(=S)Nc1ccc(Cl)cc1)OC	0	-3	-4	7	7
34	CC(NC(=O)c1cccnc1)C(c1ccccc1)N1CCN(C)CC1 (configuration not stated)	-3	5	-1	1	4
35	Cn1c(=O)c2cc(S(=O)(=O)NCCC(=O)NCCc3ccc(Cl)cc3)ccc2n(C)c1=O	9	3	-2	5	5
36	Cc1ccc(-c2csc3ncnc(-n4nc(C)cc4N)c23)cc1	9	2	0	-5	3
37	C[C@H]1CN([C@@H](C)CO)C(=O)c2cc(Br)cnc2O[C@@H]1CN(C)C(=O)NC1CCCCC1	0	1	-3	5	-8
38	COc1ccc(N(C)C(=O)Cc2c(C(=O)O)n(C)c3ccccc23)cc1	-4	-2	-6	0	5
39	CCOc1ccc(NS(=O)(=O)c2ccc(NC(=S)NC(=O)C(C)C)cc2)cc1	-7	2	2	1	-2
40	c1ccc(-c2ccccc2OCCN2CCCC2)cc1	-1	3	-1	4	-2
41	O=C1C(=O)N(Cc2cccs2)c2ccccc21	4	0	-1	13	-6
42	Brc1ccc(-c2nc3ccc(Br)cn3c2Cc2ccccc2)cc1	-1	-6	-3	5	1
43	Cc1ccc(NC2c3ncccc3C(=O)N2Cc2cccs2)cc1 (configuration not stated)	-16	5	-3	-6	3
44	O=C(NC1CCCC1)C1C(c2ccc(C(F)(F)F)cc2)=Nc2ccccc2N1C(=O)c1cccc2ccccc12 (configuration not stated)	7	-1	-6	2	-3
45	COc1cc(C(O)P(=O)(OCC(C)C)OCC(C)C)cc(OC)c1OC (configuration not stated)	4	1	1	2	0
46	CCCCNC(=O)C(NC(=O)c1ccc2c(c1)OCO2)C(=O)c1ccccc1 (configuration not stated)	0	0	-5	2	-5
47	Cc1cccc(C(=O)O/N=C/c2c(Cl)n(C)c3ccccc23)c1	-5	3	-1	-7	0

no.	ADAM10 inh	ARFGAP1 inhibitor	ASAP1 inh	LEDGF integ inh	KLK7 zymogen act
29	-3	-3	9	-5	0.1
30	-7	1	-7	-1	-0.5
31	5	3	1	-5	-0.7
32	5	-2	-1	-1	-0.2
33	1	-1	8	-2	-0.8
34	-7	-7	4	3	-0.5
35	-2	11	13	0	0.4
36	14	-2	4	1	0.6
37	0	10	6	-1	-0.6
38	3	2	-6	-4	0.6
39	8	1	5	-1	-0.4
40	-3	10	1	3	0.2
41	3	-11	16	4	-0.1
42	-15	0	2	-1	-1.0
43	3	-2	-2	6	-0.1
44	-2	4	-11	-2	0.7
45	4	0	-2	-1	0.0
46	-10	12	0	-4	0.0
47	11	7	-10	0	-0.6

# In the list so far, six contain a Cl atom:
no.	structure	DDE Tn6 FP inh	PLCg1 inh	ADAM17 inh	TDP2 absorb	DDE Tn7 FP inh
11	Cc1c(Cl)cccc1NC(=S)Nn1cnnc1	8	4	-3	2	1
16	COCCNC(=O)CN(C(=O)c1ccc(N2CCCC2)nc1)c1ccc(F)c(Cl)c1	-6	-4	-2	-3	0
21	O=c1[nH][nH]c2c1[C@H](c1ccc(Cl)cc1)O[C@H](C1CCCCC1)C2	2	0	-3	12	4
33	COC(CC(=O)NNC(=S)Nc1ccc(Cl)cc1)OC	0	-3	-4	7	7
35	Cn1c(=O)c2cc(S(=O)(=O)NCCC(=O)NCCc3ccc(Cl)cc3)ccc2n(C)c1=O	9	3	-2	5	5
47	Cc1cccc(C(=O)O/N=C/c2c(Cl)n(C)c3ccccc23)c1	-5	3	-1	-7	0

no.	ADAM10 inh	ARFGAP1 inhibitor	ASAP1 inh	LEDGF integ inh	KLK7 zymogen act
11	8	2	-19	2	-0.1
16	1	11	-6	-4	0.1
21	0	3	-6	-1	0.0
33	1	-1	8	-2	-0.8
35	-2	11	13	0	0.4
47	11	7	-10	0	-0.6
